aSyn tox rescue: inhibitors of alpha-synuclein toxicity in yeast | Potency, µM (highest dose often 46.1 µM), for the others: at the top dose growth rescue (activation), most hits filed as activators | S. cerevisiae alpha-synuclein toxicity rescue, BacTiter-Glo growth, 24 h | 0.02% of 94,000 active; active = well fitted activation curve with a large enough effect; inconclusive = small, poorly fitted or top-dose-only effect; note: 0% is about no effect
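Growth restoration measured by BacTiter-Glo luminescence after 24 hr at 30 deg C; alpha-synuclein yeast, raffinose-pregrown to mid-log, were added at OD600=0.02 in galactose medium onto pinned compounds.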
Active calls of the source: *; ? = inconclusive; & = joins results of further samples; [ ] = dose if it differs, or a comment. Potency is the fitted concentration of half-maximal effect.

no.	SMILES	aSyn tox rescue
1	Cc1cccc(Cn2cc(S(=O)(=O)c3ccccc3)c(=O)c3cc(F)c(N4CCOCC4)cc32)c1	9.3%
2	CCC(C(=O)NC(C)(C)C)N(Cc1ccc(OC)cc1)C(=O)c1snc(C(N)=O)c1N (stereo not given)	3.6%
3	O=S(=O)(c1cccc(Cl)c1)n1c(/C=C/c2ccccc2Cl)nc2ccccc21	-60.8%[inhibitor]
4	COc1ccc(NC(=O)C2=CC(c3ccc4c(c3)OCO4)=NS(=O)(=O)N2C)cc1	-2.6%
5	Cc1nn(CCCC(=O)NCc2ccccc2)c(=O)c2cc3sccc3n12	1.1%
6	Cc1ccc(S(=O)(=O)N2CCOCC2)cc1NC(=O)COC(=O)c1ccco1	-5.5%
7	C=C(C)Cn1c(-c2ccncc2)n[nH]c1=S	-0.5%
8	COc1ccc(C(=O)O/N=C(\N)c2ccccc2Cl)cc1OC	-1.1%
9	CC1Cc2ccccc2N1C(=O)CSc1ccccn1 (stereo not given)	3.8%
10	COc1ccc(CNC(=O)CCc2nc3cccnc3n2Cc2ccc(OC)cc2)cc1	-1.7%
11	CN(CC(=O)Nc1ccccc1C(F)(F)F)C(=O)CSCc1ccc(Cl)c(Cl)c1	9.5%
12	CCC(=O)Nc1ccc(C(=O)COC(=O)c2sc(C)nc2C)cc1	0.5%
13	COc1ccc(S(=O)(=O)c2c(Nc3ccc(C)cc3)sc(C(=O)c3ccc(C)cc3)c2N)cc1	-4.2%
14	COc1cc(NC(=O)CSc2ncnc3sc4c(c23)CCCC4)c(C(=O)O)cc1OC	0.0%
15	COc1cc(/C=C/c2cc[n+](C)cc2)ccc1OCC(=O)Nc1ccccc1	-10.1%
16	COc1cccc(NC(=O)N2CCN(C(=O)c3nsc4ccccc34)CC2)c1	?
17	O=C1C(=Cc2ccncc2)CCCc2ccccc21	12.8%
18	O=C(NCCc1ccc(Cl)cc1)c1ccc(=O)[nH]c1	5.0%
19	Cc1cccc(-n2ccnc2SCC(=O)Nc2cccc3ccccc23)c1C	-12.8%
20	COc1cc(C(=O)NC(CCSC)C(=O)Nc2ccc(N3CCOCC3)cc2)cc(OC)c1OC (stereo not given)	-5.3%
21	CC(=O)N1CCc2c(sc(NC(=O)C3CCN(S(=O)(=O)c4cccs4)CC3)c2C(N)=O)C1	-0.6%
22	O=C(NC(=S)Nc1ccc(S(=O)(=O)Nc2ncccn2)cc1)c1ccc(Br)cc1	-15.8%
23	CCOc1ccc2nc(NC(=O)Cn3c(C)csc3=O)sc2c1	0.8%
24	C=CCn1nnnc1-c1cc(Cl)cc(Cl)c1	-8.1%
25	Cc1occc1C(=O)N/N=C/C=C\c1ccccc1[N+](=O)[O-]	-6.9%
26	COc1ccccc1NC(=O)Cn1ncc2c1-c1ccccc1OC2	-1.5%
27	COC(=O)c1c(NC(=O)c2nc(SCc3cccc(C)c3)ncc2Cl)sc2c1CCCC2	-9.8%
28	CS(=O)(=O)c1ccc(-c2cccc(NC(=O)c3ccc4c(c3)OCO4)c2)nn1	-11.4%
29	CCC(=O)N1c2ccc(S(=O)(=O)CCC(=O)N3CCN(c4ccccc4F)CC3)cc2CC1C (stereo not given)	1.1%
30	CCc1nn(CC(=O)Nc2cccc(C)c2C)c(=O)c2cc3sccc3n12	-3.1%
31	Cn1c(SCC(=O)Nc2ccccc2)nnc1-c1ccc2nonc2c1	7.9%
32	Cc1ccc(CC(=O)NCCCn2ccnc2)cc1	-1.2%
33	COC(=O)c1nc2n(n1)C(c1cccc(Cl)c1)C(C(=O)Nc1ccccc1OC)=C(C)N2 (stereo not given)	8.2%
34	COc1ccc([C@H]2C[C@@H](O)[C@H](n3cc(-c4ccc(F)cc4)nn3)CN2C(=O)C2CCCCC2)cc1	4.2%
35	COc1ccc(C(C(=O)NC2CCCCC2)N(C(=O)c2snc(C(N)=O)c2N)c2ccccc2OC)cc1 (stereo not given)	11.0%
36	CCc1ccc(CNC(=O)CSCc2cnn(-c3ccccc3)c2-n2cccc2)cc1	?
37	CCCN(C(=O)c1cc(-c2ccco2)nc2ccccc12)c1c(N)n(Cc2ccccc2)c(=O)[nH]c1=O	-4.0%
38	Cc1nn(C)c2c1c(C(F)(F)F)cc(=O)n2C(C)C(=O)NCCc1ccc(Cl)cc1 (stereo not given)	1.4%
39	CO[C@H](C(=O)N(C)C[C@@H]1OCc2ccccc2-c2c(n(C)c3ccccc23)C(=O)N([C@H](C)CO)C[C@@H]1C)c1ccccc1	-8.3%
40	CCc1ccc(NC(=O)[C@H](Cc2ccccc2)N2Cc3ccccc3C2=O)cc1	2.2%
41	COc1ccccc1CC(=O)NNS(=O)(=O)c1ccccc1[N+](=O)[O-]	0.5%
42	COC(=O)c1ccccc1NC(=O)CSc1nc2nc(C)cc(C)n2n1	4.2%
43	CC(=O)N1CCc2c(sc3c2c(=O)n(-c2ccccc2)c(=O)n3Cc2cccc(C(F)(F)F)c2)C1	-4.7%
44	C[C@H](CO)N1C[C@H](C)[C@H](CN(C)S(C)(=O)=O)OCc2cnnn2CCCC1=O	1.7%
45	COc1cc(OC)c(NC(=O)C(CC(C)C)N2Cc3ccccc3C2=O)cc1Cl (stereo not given)	-10.8%
46	O=C(NC(Sc1ccc(Cl)cc1)C(=O)O)c1ccccc1 (stereo not given)	5.6%
47	CCCCN(C)C(=O)c1nc2ccccn2c1CN1CCC[C@H]1C(=O)OC	11.9%
48	O=C(NCCCN1CCN(c2ccccc2F)CC1)c1cc2c(s1)-c1ccccc1OC2	-26.1%
49	CCC(Sc1nnc(-c2ccc(OC)c(OC)c2)c(-c2ccc(OC)c(OC)c2)n1)C(=O)NC1CCCC1 (stereo not given)	3.3%
50	CC1CCCCC12NC(=O)N(CC(=O)NCc1cccs1)C2=O (stereo not given)	-0.8%
51	O=C(NN1C(=O)/C(=C/C=C/c2ccco2)SC1=S)c1ccncc1	-6.5%
52	COc1cc(C(=O)/C=C/c2cccnc2)ccc1O	-15.9%
53	Cc1ccc(C2C=C(c3ccccc3)Nc3nc(N4C(=O)CCC4=O)nn32)cc1 (stereo not given)	13.3%
54	CCCCC(=O)Nc1ccc(C(=O)N(CC)c2ccccc2C)cc1	-11.1%
55	CCN(c1ccccc1)c1nnc(NC(=O)Nc2cccc(C(F)(F)F)c2)s1	-3.6%
56	O=C(Nc1ccc(Br)cc1)c1ccc(F)c(S(=O)(=O)N2CCc3ccccc32)c1	-8.9%
57	Cc1[nH]c2ccccc2c1C(=O)C(C)OC(=O)c1ccccc1NCCO (stereo not given)	8.2%
58	COc1ccc(S(=O)(=O)CC(=O)c2cc(C)c(O)c(C)c2)cc1	-2.8%
59	CN1CCN(C(=O)Nc2ccccc2CC[N+](=O)[O-])CC1	4.4%
60	COc1ccc(N2CCN(C(=O)Nc3ccc(Cl)cc3)CC2)cc1	-9.8%

Given as labelled records: part of the list above.
#58 COc1ccc(S(=O)(=O)CC(=O)c2cc(C)c(O)c(C)c2)cc1
  aSyn tox rescue: -2.8%

#59 CN1CCN(C(=O)Nc2ccccc2CC[N+](=O)[O-])CC1
  aSyn tox rescue: 4.4%

(listing goes on)
no.	SMILES	aSyn tox rescue
61	O=C(COC(=O)C1CCN(c2ccc(C(F)(F)F)cn2)CC1)NC1CCCCC1	5.5%
62	CCn1cc(/C=C(\NC(=O)c2ccc(OC)c(OC)c2)C(=O)NCCCn2ccnc2)c2ccccc21	-11.7%
63	CCCCn1c(N)c(N(CCOC)C(=O)C2CCCN(C(=O)c3ccc(Cl)cc3)C2)c(=O)[nH]c1=O (stereo not given)	12.7%
64	CC(=C/C(=O)O)/C(=C\c1ccc(Br)o1)C(=O)O	-1.5%
65	COc1ccccc1NC(=O)c1sc2nc(N3CCOCC3)c3c(c2c1N)CC(C)(C)OC3	3.1%
66	Cc1cc(C)c2c(=O)cc(CSCC(=O)Nc3nnc(C)s3)[nH]c2c1	4.3%
67	CCCCc1ccc(NC(=S)N2CCC(O)CC2)cc1	7.0%
68	Cc1cc(OCC(=O)Nc2ccc(C(=O)OC3CCCCC3)cc2)ccc1Cl	0.7%
69	CCn1c(CN2CCC(C)CC2)nc2cc(NC(=O)c3ccccc3[N+](=O)[O-])ccc21	3.1%
70	CN(NS(=O)(=O)c1ccc([N+](=O)[O-])cc1)c1ccccc1	7.7%
71	Cc1ccccc1OCCNC(=O)/C=C/c1ccc([N+](=O)[O-])cc1	9.6%
72	O=C(O)CCc1cccnc1	-9.2%
73	O=C(Nc1cccn(Cc2c(Cl)cccc2Cl)c1=O)C1CC1	-15.2%
74	CC(NC(=O)C1CCN(S(=O)(=O)c2ccc3c(c2)oc(=O)n3C)CC1)c1ccccc1 (stereo not given)	-0.4%
75	CCc1cccc(N(C(=O)c2csnn2)C(C(=O)NC(C)(C)C)c2ccccn2)c1 (stereo not given)	-5.3%
76	Cc1ccc(C(=O)N/C(=C\c2cn(S(=O)(=O)N(C)C)c3ccccc23)C(=O)NCCCn2ccnc2)cc1	5.2%
77	CCOC(=O)C1=C(C)OC(N)=C(C#N)C1c1cccs1 (stereo not given)	-5.1%
78	COc1ccc(OC)c(NC(=O)Cn2c(CCC(=O)O)ccc2-c2ccccc2)c1	3.6%
79	CCOC(=O)Cc1csc(NC(=O)c2c(O)c3c(n(CC(C)C)c2=O)CCCC3)n1	10.6%
80	O=C(NCc1ccc2c(c1)OCO2)C1CC(=O)N(c2ccc(Cl)cc2)C1 (stereo not given)	0.4%
81	COc1cc(C(C#N)N2CCC(c3ccccc3)=N2)ccc1O (stereo not given)	-9.1%
82	COc1cc(OC)cc(C(=O)NCCc2csc3nc(-c4ccccc4F)nn23)c1	8.9%
83	Cc1cccc(NC(=O)c2cc(S(=O)(=O)N3CCc4ccccc43)cn2C)c1C	0.3%
84	c1ccc(-c2nnc(CN3CCN(c4ccccc4)CC3)o2)cc1	4.8%&-2.9%
85	Cc1ccc(C)c(Nc2cc(C(=O)NCc3cccnc3)c3ccccc3n2)c1	6.8%
86	O=C(CNc1cccc(S(=O)(=O)N2CCCC2)c1)Nc1ccc(F)cc1F	-14.6%
87	O=C(CCS(=O)(=O)c1ccccc1)N(Cc1cccnc1)c1nc2c(F)cccc2s1	11.0%
88	COc1ccc(S(=O)(=O)N2CCCCCC2)cc1C(=O)N(C)Cc1cccc(OC)c1OC	3.4%
89	CCOc1ccc(C(=O)Nc2ccc(-c3nc4cc(C(C)C)ccc4o3)cc2)cc1Cl	0.2%
90	O=C(Nc1ccccc1)c1cccc(N2CCCS2(=O)=O)c1	-0.2%

In a second layout: four of the compounds above.
22	O=C(NC(=S)Nc1ccc(S(=O)(=O)Nc2ncccn2)cc1)c1ccc(Br)cc1
  aSyn tox rescue: -15.8%
71	Cc1ccccc1OCCNC(=O)/C=C/c1ccc([N+](=O)[O-])cc1
  aSyn tox rescue: 9.6%
35	COc1ccc(C(C(=O)NC2CCCCC2)N(C(=O)c2snc(C(N)=O)c2N)c2ccccc2OC)cc1 (stereo not given)
  aSyn tox rescue: 11.0%
3	O=S(=O)(c1cccc(Cl)c1)n1c(/C=C/c2ccccc2Cl)nc2ccccc21
  aSyn tox rescue: -60.8%[inhibitor]

(more compounds)
no.	SMILES	aSyn tox rescue
91	O=C(Nc1cccc(S(=O)(=O)N2CCCC2)c1)c1ccc2c(=O)n3c(nc2c1)CCCCC3	-4.5%
92	Cc1ccc(Cn2cc(S(=O)(=O)c3cccc(Cl)c3)c(=O)c3cc(F)c(N4CCCCC4)cc32)cc1	2.9%
93	CC(C)(CO)N1CCN(C(=S)Nc2ccccc2)CC1	-5.8%
94	CCOC(=O)c1nc(Nc2ccc(C(=O)OC(C)C)cc2)c2ccccc2n1	-2.0%
95	Cc1cc(C(=O)CCC(=O)NNC(=O)c2ccccc2O)c(C)s1	-3.0%
96	COc1ccc(S(=O)(=O)N2CCc3ccccc32)cc1C(=O)Nc1cccnc1	-4.5%
97	COc1ccc(/C=N/NC(=O)c2cccc(NC(=O)c3ccccc3Cl)c2)cc1OC	-0.6%
98	COc1cccc(NC(=O)CSc2nc3c([nH]c4ccccc43)c(=O)n2-c2ccccc2)c1	7.5%
99	Cc1ccc(CNC(=O)C2CCCN(S(=O)(=O)c3cccc4nonc34)C2)cc1 (stereo not given)	2.6%
100	CCCCc1ccc(NC(=O)Cn2cnc3c2c(=O)n(C)c(=O)n3C)cc1	2.9%
101	C[C@@H]1CN([C@@H](C)CO)C(=O)c2c(c3ccccc3n2C)-c2ccccc2CO[C@H]1CN(C)S(=O)(=O)c1ccc(C(F)(F)F)cc1	0.0%
102	CC1=C(C(=O)N(C)C)CC(CC(=O)NCc2ccco2)C(=O)N1CCC1=CCCCC1 (stereo not given)	4.9%
103	COc1ccc(NC(=O)CSc2nnc(-c3ccncc3)o2)c(OC)c1	-4.2%
104	Cc1nc(SCC(=O)Nc2ccc(Br)cc2)[nH]c(=O)c1Cc1ccccc1	2.9%
105	O=C(/C=C/c1ccco1)OCC(=O)c1cccc([N+](=O)[O-])c1	-8.3%
106	O=C(NC1CCCC1)c1cc(Nc2cccc(C(F)(F)F)c2)nc2ccccc12	-5.8%
107	C[C@H]1CN([C@@H](C)CO)C(=O)c2cc(Br)cnc2O[C@H]1CN(C)C(=O)c1cnccn1	1.6%
108	CCOC(=O)c1cccc(NC(=O)c2cc3cc4ccc(C)cc4nc3o2)c1	-2.7%
109	CCc1ccc(Nc2nc(N)nc(CSc3nc4ccccc4s3)n2)cc1	-16.8%
110	Cc1ccc(N(CC(=O)NCc2ccccc2)C(=O)CCC(=O)Nc2ccccn2)c(C)c1	5.9%
111	CC1(C)NC(=O)N(Cc2cc(=O)n3ccsc3n2)C1=O	-2.5%
112	COc1ccc(C2NC(=O)NC(C)=C2C(=O)Nc2cc(C)cc(C)c2)c(OC)c1 (stereo not given)	6.9%

An excerpt; the hit share may differ from the screen's.
